# Compound activity (PubChem BioAssay)
# HTT cytoprotect: cytoprotection in Huntington HTT-Q103 PC12 cell model | 0.14% of 230,000 active | PC12 HTT-Q103 induced, cytoprotection, ATP luminescence, 40 h | AID 1471 | Potency, µM (titrated, usually from 56.4 µM), for the others: cytoprotection (ATP increase), hits mostly activators;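 also: % of control where 0% means no effect; nearly all actives have a fitted effect of over 45% in size; toxic huntingtin expression switched on by the ecdysone agonist tebufenozide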
#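 Huntington model: PC12 line, ecdysone-inducible HTTQ103 exon1–GFP, tebufenozide 100 nM. Test articles in a dose series. Endpoint luminescence from cellular ATP.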
# Tau FP inhib: inhibitors of human tau fibril formation; P10636; K18 P301L tau heparin fibrillization, Alexa594 FP, 6 h; Potency, µM (titrated, usually from 57.7 µM), inactives show at the highest dose activity, negative = inhibition, most hits filed as inhibitors; 0.39% of 280,000 active; also: % is scaled to controls: 0 for no effect and ±100 for the full control effect; nearly all actives have a fitted effect of over 55% in size
# Target sequence (P10636 561-689 P618L limits assumed): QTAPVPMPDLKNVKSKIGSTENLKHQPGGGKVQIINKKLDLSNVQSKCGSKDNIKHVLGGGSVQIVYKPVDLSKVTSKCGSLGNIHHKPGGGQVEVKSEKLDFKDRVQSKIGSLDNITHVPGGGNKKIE
#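 Steps: dispense K18 P301L tau (15 uM plus 0.24 uM Alexa 594 tracer, final) in pH 7 sodium acetate; add compound; add heparin (20 uM final); incubate 6 hr, 37 C; add ThT (30 uM final); after 1 hr ambient, read FP.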
# GAA inh: inhibitors of human lysosomal alpha-glucosidase | P10253 | Potency, µM (highest dose often 76.9 µM), for inactives: at the highest dose activity change, negative = inhibition, actives largely listed as inhibitors | purified human GAA, 4-MU-alpha-glucoside fluorescence | AID 1466 | 0.005% of 200,000 active;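 also: plate controls were uninhibited enzyme wells for no effect and no-enzyme background for full effect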
#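 Fluorogenic assay: 4 nM human alpha-glucosidase with 400 uM 4-methylumbelliferyl-alpha-D-pyranoside in 50 mM citrate/phosphate, 0.005% Tween-20, pH 5.0, 20 min at room temperature. Compounds tested up to 77 uM; AC50 from Hill fits.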
# GLA spleen mod: alpha-galactosidase A (human) modulation; P06280; human spleen homogenate, 4MU-alpha-Gal fluorescence, 40 min; Potency, µM (series often up to 80 µM), for the others: top-dose activity change, negative = inhibition, actives largely listed as inhibitors; 0.008% of 240,000 active;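 also: 0% = enzyme with vehicle and -100% = no enzyme basal signal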
# Target sequence (P06280 32-429 limits assumed): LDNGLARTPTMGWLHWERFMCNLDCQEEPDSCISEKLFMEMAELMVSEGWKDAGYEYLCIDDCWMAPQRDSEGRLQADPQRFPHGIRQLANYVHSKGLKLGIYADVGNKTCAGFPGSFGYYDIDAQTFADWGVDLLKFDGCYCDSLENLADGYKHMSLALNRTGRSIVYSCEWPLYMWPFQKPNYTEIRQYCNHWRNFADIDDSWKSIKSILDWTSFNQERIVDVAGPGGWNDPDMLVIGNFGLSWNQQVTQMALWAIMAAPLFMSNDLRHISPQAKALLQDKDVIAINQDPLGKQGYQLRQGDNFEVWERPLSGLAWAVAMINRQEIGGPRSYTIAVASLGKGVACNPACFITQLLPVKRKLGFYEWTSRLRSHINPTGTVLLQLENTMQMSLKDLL
#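 Fluorogenic readout (Ex 365/Em 440 nm) of 4-methylumbelliferone released from 1 mM 4-MU-alpha-galactoside by spleen homogenate, 40 min at 37C, pH 5.0. Data normalized to no-enzyme and enzyme controls; Hill-equation AC50 from compound titrations.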
# Tau fluor cs: counter-screen for tau fibril formation inhibitors. AID 1463. Potency, µM (titrated, usually from 57.7 µM), inactives show top-dose activity change, negative = decrease. 0.93% of 280,000 active. tau K18 P301L Alexa594 fluorescence, heparin fibrillization; also: % is scaled to controls: 0 for no effect and ±100 for the full control effect; nearly all actives have a fitted effect of over 55% in size
#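 Human K18 P301L tau (15 uM unlabeled plus 0.24 uM Alexa 594-labeled, final) in 100 mM sodium acetate pH 7 was mixed with compound and 20 uM heparin and incubated 6 hr at 37 C.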
# GAA glycogen: alters human alpha-glucosidase cleavage of glycogen; recombinant GAA, glycogen substrate, Amplex Red glucose oxidase fluorescence; Potency, µM (series often up to 76.4 µM), without a hit: at the top dose activity change, negative = inhibition, hits mostly inhibitors; 0.38% of 300,000 active; AID 2100;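 also: 0% = full enzyme reaction and -100% = no-enzyme basal signal; the screen sought inhibitors and activators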
#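 qHTS, 1536-well; enzyme 4 nM final; cpd up to 77 uM; substrate bovine liver glycogen 30 ug; 50 mM citrate/phosphate pH 5.0, 0.01% Tween-20; 37 C, 40 min; Amplex Red detection 45 min RT; Hill fit → AC50.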
# GAA spleen mod: lysosomal alpha-glucosidase (human) modulation. Potency, µM (titrated, usually from 79.9 µM), for the others: at the highest dose activity change, negative = inhibition, actives largely listed as inhibitors. P10253. human spleen homogenate, 4-MU-alpha-glucoside fluorescence. 0.006% of 240,000 active. AID 2112;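 also: 0% = enzyme with vehicle and -100% = no enzyme basal signal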
#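 Compounds were titrated against alpha-glucosidase in spleen homogenate at pH 5.0, with 1 mM 4-methylumbelliferyl substrate for 40 min at 37 C. Reactions were quenched with pH 10 NaOH/glycine and fluorescence measured.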
# Tau ThT inhib: inhibitors of human tau fibril formation, thioflavin T binding; P10636; recombinant tau K18 P301L (four-repeat tau fragment), heparin-induced fibrillization, ThT fluorescence; Potency, µM (series often up to 57.4 µM), for the others: at the top dose activity, negative = inhibition, usual class: inhibitors; 2.1% of 270,000 active; AID 1460; also: % is scaled to controls: 0 for no effect and ±100 for the full control effect; nearly all actives have a fitted effect of over 55% in size
#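 K18 P301L tau (15 uM + 0.24 uM Alexa 594-tagged), heparin 20 uM, NaOAc pH 7, 6 h 37 C; ThT 30 uM, 1 h RT, ex 450/em 510 nm.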
# An asterisk follows results filed as active; ? = inconclusive; . = not tested or not shown; & = joins results of further samples; [ ] = remark or other dose. Calls follow the shape of the dose curve; as a rule, active = well fitted curve in the direction sought with a large enough effect; inconclusive = small, poorly fitted or top-dose-only effect, or another doubt; inactive = no such curve, though single readings can be large; an effect the other way counts as inactive or inconclusive. Potency is read from the fitted curve at half-maximal effect.
SMILES,HTT cytoprotect,Tau FP inhib,GAA inh,GLA spleen mod,Tau fluor cs,GAA glycogen,GAA spleen mod,Tau ThT inhib
CCNc1cc(Nc2c(C)n(C)n(-c3ccccc3)c2=O)c([N+](=O)[O-])c2nonc12,10%[10 µM],2%,.,3%,-10%,6%,-1%,-13%
Cc1sc2ncnc(N/N=C/c3ccccc3O)c2c1C,-73%[inhibitor][10 µM],?,-6%,17%,?,-2%,-2%,?
O=C1NC2(Nc3ccccc31)C(=O)Nc1ccc(Br)cc12 (stereo unspecified),8%,-5%,3%[15.4 µM],-1%,-26%,-3%,-10%,?
COc1ccc(OCC(=O)NNC(=O)c2cccs2)cc1,18%,5%,9%,2%,2%,-1%,-1%,-9%
Cc1ccc(N2C(N)=NC(N)=NC23CCCC3)c(C)c1,11%,-4%,-5%,2%,2%,-1%,-18%,-8%
COc1cc(NS(=O)(=O)c2ccc(F)cc2)c(C(=O)O)cc1OC,7%,11%,-2%,-6%,-7%,-1%,2%,-7%
O=C(NN1C(=O)C2C3C=CC(O3)C2C1=O)c1cccc(Br)c1 (stereo unspecified),?,0%,-7%,3%,7%,21%,8%,-7%
Cc1cc(C)n(-c2ccc3nnc(C)n3n2)n1,21%[10 µM],5%,.,-4%,-2%,5%,0%,0%
O=C(NCc1ccc(Cl)cc1)C(=O)NCC(c1cccnc1)N1CCN(c2ccccc2)CC1 (stereo unspecified),.,4%,.,.,-11%,-3%[76.3 µM],.,-16%
Cc1[nH]c2ccccc2c1/C=C/c1cc[n+](C)cc1,-79%[inhibitor],3%,-3%,1%,-7%,-18%,-7%,?
COc1ccc(NC(=O)CSc2nnc(CNc3ccc(C)cc3)n2C)cc1,.,11%,2%,6%,-5%,-24%,8%,-8%
Clc1ccc(C2=NOC(c3nnc(-c4ccccc4)o3)C2)cc1 (stereo unspecified),5%[10 µM],-12%,.,1%,8%,-3%,-12%,15%
O=C(Nc1ccc2nc(-c3ccco3)c(-c3ccco3)nc2c1)N1CCN(c2ccccn2)CC1,3%[10 µM],1%,7%,1%,6%,4%,2%,12%
Cc1oc(-c2ccccc2)cc1C(=O)Nc1cccc2ccccc12,0%,-2%,9%,-3%,-5%,3%,-1%,6%
O=C(/C=C1\NC2(CCCC2)Cc2ccccc21)C(=O)N/N=C/c1ccc(O)c(O)c1,.,1%,8%,1%,-13%,-1%,-2%,-10%
CSC1=N/C(=C\c2c(F)cccc2Cl)C(=O)S1,-6%[10 µM],-4%,8%,-13%,-5%,0%,1%,-4%
Cc1ccc(NCCC#N)cc1C,19%[10 µM],5%,5%,-2%,8%,-7%,-2%,7%
CCOc1cc2sc(N3CCC(C(=O)Nc4cc(C)cc(C)c4)CC3)nc2cc1Br,.,-4%,.,.,-29%,-10%[76.3 µM],.,-16%
CSc1nc2ccc(NS(=O)(=O)c3ccc4c(c3)OCCO4)cc2s1,11%[10 µM],-4%,0%,-3%,?,-12%,1%,?
Cc1cccc(N2CCN(C(=O)Cc3ccc(-n4c(=O)[nH]c5ccsc5c4=O)cc3)CC2)c1C,-1%[10 µM],7%,2%,-9%,-10%,-2%,-2%,-17%
COc1ccc(N2CCN(S(=O)(=O)c3cccc4cccnc34)CC2)cc1,-9%,-4%,-3%[15.4 µM],5%,-25%,-8%,2%,-15%
O=C(CCc1nc(-c2ccc(Cl)cc2)no1)NCC1CCCO1 (stereo unspecified),0%,4%,4%,-3%,2%,5%,-1%,0%
O=C(CSc1ncnc2c1oc1ccccc12)Nc1nc2ccccc2s1,-10%[10 µM],?,-3%,3%,-16%,6%,4%,-14%
S=c1nc(-c2ccccc2)n(CCCn2ccnc2)c2c1CCCC2,-10%[10 µM],-1%,2%,7%,18%,-2%,-3%,10%
Cc1ccc(-c2nnn(CC(=O)Nc3cccc4c3CCCC4)n2)o1,-12%[10 µM],-1%,4%,-7%,4%,3%,0%,-1%
Cc1ccc(-n2c(Cc3cccn3C)nnc2SCC(=O)NC2CCCCC2)cc1,-26%,-5%,-5%,2%,-6%,8%,4%,-14%
Nc1c(C(=O)c2ccc(Cl)cc2)sc2nc3c(cc12)CCC3,32%[1.9 µM],5%,3%,2%,-16%,-3%,4%,-10%
CC1(C)Cc2c(C#N)c(N3CCCC3)nc(-c3ccco3)c2CO1,-2%,?,-12%[15.4 µM],18%,-26%,-9%,1%,?
CCNC(=O)C(Cc1ccccc1)NC(=O)OCc1ccccc1 (stereo unspecified),-40%[10 µM],6%,-2%[15.4 µM],-14%,6%,3%,12%,-3%
Cc1ccc2nc(N/C(=N/S(=O)(=O)c3ccc(F)cc3)c3ccccc3)sc2c1,-36%[inhibitor],14%,-14%,21%,-4%,9%,9%,0%

# Whole records from above. Order of values: HTT cytoprotect	Tau FP inhib	GAA inh	GLA spleen mod	Tau fluor cs	GAA glycogen	GAA spleen mod	Tau ThT inhib
# O=C(CCc1nc(-c2ccc(Cl)cc2)no1)NCC1CCCO1 (stereo unspecified) is entered as 0%	4%	4%	-3%	2%	5%	-1%	0%
# CSc1nc2ccc(NS(=O)(=O)c3ccc4c(c3)OCCO4)cc2s1 is entered as 11%[10 µM]	-4%	0%	-3%	?	-12%	1%	?
# Cc1ccc(-c2nnn(CC(=O)Nc3cccc4c3CCCC4)n2)o1 is entered as -12%[10 µM]	-1%	4%	-7%	4%	3%	0%	-1%
# CSC1=N/C(=C\c2c(F)cccc2Cl)C(=O)S1 is entered as -6%[10 µM]	-4%	8%	-13%	-5%	0%	1%	-4%

# The listing continues.
SMILES,HTT cytoprotect,Tau FP inhib,GAA inh,GLA spleen mod,Tau fluor cs,GAA glycogen,GAA spleen mod,Tau ThT inhib
CCCCN=Cc1sc2ccc(OCC)cc2c1O,-39%[inhibitor],-3%,-5%,4%,-23%,-9%,-4%,?
COc1cc(/C=N/NC(=O)c2cccc(S(=O)(=O)N3CCOCC3)c2)cc(OC)c1O,12%[10 µM],3%,-12%,-17%,-14%,-10%,-17%,-17%
CN1CCN(c2ccccc2NC(=O)c2cc3c(s2)-c2ccccc2OC3)CC1,2%[10 µM],?,.,6%,?,-4%,-2%,.
O=C(CCS(=O)(=O)c1cc2c(cc1Cl)NC(=O)CO2)NCc1ccc(Cl)cc1,.,3%,.,.,?,19%[76.3 µM],.,-16%
CS(=O)(=O)c1ccc(Cl)c(NC(=O)Cc2c(Cl)cccc2Cl)c1,.,-10%,-4%,3%,-2%,0%,5%,0%
Cc1n[nH]c(=S)n1-c1ccc(Cl)cc1,-14%[10 µM],-5%,?,-3%,-8%,15%,-10%,-3%
O=C(OCc1ccccc1)c1ccc(-c2nnn(Cc3ccccc3F)n2)cc1,.,-12%,.,.,?,-9%[76.3 µM],.,-12%
CCOC(=O)C1=C(O)C(=O)N(Cc2cccnc2)C1c1ccc(OC)cc1 (stereo unspecified),3%,5%,5%,4%,12%,-5%,12%,5%
CCOC(=O)[C@]1(C(/C=C/c2ccco2)NC(=O)OC)CCCC1=O (stereo partly specified),-10%[10 µM],?,.,5%[17.5 µM],-12%[11.6 µM],.,-7%[17.4 µM],?
Cc1cc(NC(=O)CSc2cc(Cl)ccc2Cl)n(-c2ccccc2)n1,1%[1.9 µM],4%,0%,-10%,5%,4%,-3%,5%
OCC1(Cc2ccc(Cl)cc2)CCN(CCCc2ccccc2)CC1,1%[10 µM],8%,5%,-2%,-3%,5%,-3%,-4%
Cc1cc(NC(=O)CCOc2ccc(F)cc2)no1,-13%[10 µM],-2%,-4%,-4%,-8%,1%,5%,-14%
COc1ccc(-c2noc(CN(C)C(=O)Nc3ccccc3)n2)cc1,5%,-4%,-6%,-1%,-2%,23%,0%,-1%
Cc1ccccc1C(=O)N1CCN(c2ccccn2)CC1,-4%[1.9 µM],-3%,-9%,1%,-6%,13%,-2%,9%
COc1ccc(C(=O)Oc2ccc3c(-c4ccc(OC)cc4)cc(=O)oc3c2)cc1,2%,-1%,.,3%,-6%,.,16%,-3%
Cc1cc(=O)n(CCO)c(O)c1C#N,9%,-10%,-7%,6%,-6%,-5%,0%,-17%
COc1ccc(NCc2nnc(SCc3ccc(Cl)cc3)n2-c2ccccc2)cc1,13%[10 µM],-4%,0%,11%,7%,-17%,3%,10%
CC(C)=CCC1=C(OCC(=O)O)C(=O)c2ccccc2C1=O,-28%&-15%[10 µM],-11%,.,-3%,?,0%,2%,?
CCc1nnc(NC(=O)CSc2ncc(-c3ccccc3)[nH]2)s1,-13%,6%,-7%,2%,-1%,-3%,0%,0%
CC(C(=O)Nc1sc2c(c1C(=O)NCC1CCCO1)CCC2)N1C(=O)c2ccccc2C1=O (stereo unspecified),-85%[inhibitor][10 µM],4%,5%,2%,-3%,-9%,-3%,5%
CCn1nc(C)c(CNC(=O)Nc2ccccc2C(=O)OC)c1C,-26%,-3%,2%,1%,-8%,4%,-3%,-5%
COc1ccc(C2SCCN2C(=O)c2ccc([N+](=O)[O-])cc2)cc1 (stereo unspecified),-42%[inhibitor],0%,2%,7%,-22%,3%,4%,-15%
O=C(CSc1nc2ccccc2s1)Nc1ccc2c(c1)oc1ccccc12,10%[10 µM],5%,-2%,-9%,11%,4%,1%,12%
Cn1nc([N+](=O)[O-])c2c(-c3nc4ccccc4s3)c(N)n(C3CCCCC3)c2c1=O,3%,5%,1%,8%,2%,2%,6%,5%
CCOC(=O)c1ccc(NC(=O)C2=C(C)Nc3nc(SCc4ccc(Cl)cc4)nn3C2c2ccc(OC)cc2)cc1 (stereo unspecified),.,-14%,.,.,-1%,8%[76.3 µM],.,-2%
CC(C)NC(=O)/C(C#N)=C\c1ccc(N(C)C)c(Br)c1,-27%,5%,-24%,1%,-11%,23%,-1%,?
Cc1ccccc1N1CCN(c2ccc(NC(=O)C3CCCCC3C(=O)O)cc2)CC1 (stereo unspecified),.,6%,-3%,5%,-13%,-7%,11%,?
CC12CCC(C(=O)n3c1nc1ccccc13)C2(C)C (stereo unspecified),-18%,-10%,1%,-16%,-12%,-5%,-9%,-10%
Cn1nc(C(F)(F)F)c(CNC(=O)C(C)(C)CCl)c1N1CCOCC1,1%,6%,-6%,-11%,7%,1%,2%,3%
